# Source: PubChem BioAssay (National Center for Advancing Translational Sciences (NCATS))
# Hsp90 Hop PPI: qHTS Assay for Disrupters of an Hsp90 Co-Chaperone Interaction; Hsp90 C-terminal peptide / TPR2A (Hop) interaction, human; AlphaScreen TPR2A-His6 binding biotin-Hsp90 C-terminal peptide; Potency, µM (highest dose often 57 µM), inactives show at the top dose activity change, negative = inhibition; actives 0.44% (n = 71,000); AID 595, 2007; active = well fitted curve in either direction with a large enough effect; inconclusive = small, poorly fitted or top-dose-only effect, or another doubt; note: potency is the fitted concentration of half-maximal effect; % is set by controls: 0 for no effect and ±100 for the full control effect; many of its hits are not listed in these tables
# HADH2 inh: qHTS Assay for Inhibitors of HADH2 (Hydroxyacyl-Coenzyme A Dehydrogenase, Type II); 3-hydroxyacyl-CoA dehydrogenase type-2 (Homo sapiens), Q99714; recombinant HADH2, NADH fluorescence, beta-hydroxybutyryl-CoA; Potency, µM (highest dose often 57.1 µM), for inactives: top-dose activity change, negative = inhibition, hits mostly inhibitors; actives 3.4% (n = 73,000); note: potency is the fitted concentration of half-maximal effect; % is set by controls: 0 for no effect and ±100 for the full control effect; nearly all actives have a fitted effect of over 60% in size; many of its hits are not listed in these tables
# Target sequence (Q99714 whole entry, looked up, one chain of several): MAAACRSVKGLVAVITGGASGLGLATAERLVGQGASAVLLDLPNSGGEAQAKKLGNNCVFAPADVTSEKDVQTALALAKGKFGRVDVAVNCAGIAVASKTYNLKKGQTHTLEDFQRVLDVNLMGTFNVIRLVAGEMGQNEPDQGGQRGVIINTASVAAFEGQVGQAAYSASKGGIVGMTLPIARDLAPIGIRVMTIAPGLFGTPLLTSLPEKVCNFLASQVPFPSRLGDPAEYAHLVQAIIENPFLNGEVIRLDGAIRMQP
#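 Read-out: 360 nm excitation, 450 nm emission, kinetic over 4 min. Conditions: His-tagged human HADH2 20 nM, pH 9.0 Tris with Tween-20, 1 mM NAD+, 90 uM beta-hydroxybutyryl-CoA.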
# Texas Red fluor: qHTS Assay for Spectroscopic Profiling in Texas Red Spectral Region | Compound fluorescence, Texas Red channel, 547/618 nm; active compounds read high | max dye-equivalent concentration, M | actives 0.06% (n = 59,000); in the data active = max dye-equivalent concentration above about 10 nM; inconclusive = between about 1.1 nM and that limit
#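 Pin-transferred compounds and Texas Red standards go into 100 mM Tris buffer, pH 8.0. After 15 min at room temperature, plates are imaged with 547/618 nm filters. Each value is a dye-equivalent concentration derived from the per-plate dye curve.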
# CRE-bla Fsk: Cell signaling CRE-BLA (Fsk stim); CHO CRE-bla reporter (cAMP response element driving beta-lactamase), forskolin EC10, beta-lactamase ratio; Potency, µM (doses to about 38.2 µM), without a hit: at the top dose activity change, negative = inhibition, hits mostly activators; actives 2.5% (n = 71,000); active = well fitted activation curve with a large enough effect in the signal ratio, with a control signal flat, not every such curve was filed as active; inconclusive = small, poorly fitted or top-dose-only effect, or effect the other way, or a change in a side signal; the % refers to the signal ratio; note: potency is the fitted concentration of half-maximal effect; % of control where 0% means no effect
#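 AC50 values, positive or negative, reflect shifts in EC10 NKH 477-induced CRE-bla reporter activity in CHO cells. Incubation lasted 3 h at 37 °C before CCF4 substrate (2 h, room temperature) and ratiometric 460/530 nm reading.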
# ALOX15 inhib: qHTS Assay for Inhibitors of 15-hLO (15-human lipoxygenase); purified 15hLO-1, xylenol orange hydroperoxide absorbance; actives 1.4% (n = 74,000); Potency, µM (doses to about 57.1 µM), for inactives: at the highest dose activity change, negative = inhibition, most hits filed as inhibitors; Polyunsaturated fatty acid lipoxygenase ALOX15 (Homo sapiens), P16050; note: potency is the fitted concentration of half-maximal effect; % is set by controls: 0 for no effect and ±100 for the full control effect; nearly all actives have a fitted effect of over 55% in size
# Target sequence (P16050 whole entry, looked up): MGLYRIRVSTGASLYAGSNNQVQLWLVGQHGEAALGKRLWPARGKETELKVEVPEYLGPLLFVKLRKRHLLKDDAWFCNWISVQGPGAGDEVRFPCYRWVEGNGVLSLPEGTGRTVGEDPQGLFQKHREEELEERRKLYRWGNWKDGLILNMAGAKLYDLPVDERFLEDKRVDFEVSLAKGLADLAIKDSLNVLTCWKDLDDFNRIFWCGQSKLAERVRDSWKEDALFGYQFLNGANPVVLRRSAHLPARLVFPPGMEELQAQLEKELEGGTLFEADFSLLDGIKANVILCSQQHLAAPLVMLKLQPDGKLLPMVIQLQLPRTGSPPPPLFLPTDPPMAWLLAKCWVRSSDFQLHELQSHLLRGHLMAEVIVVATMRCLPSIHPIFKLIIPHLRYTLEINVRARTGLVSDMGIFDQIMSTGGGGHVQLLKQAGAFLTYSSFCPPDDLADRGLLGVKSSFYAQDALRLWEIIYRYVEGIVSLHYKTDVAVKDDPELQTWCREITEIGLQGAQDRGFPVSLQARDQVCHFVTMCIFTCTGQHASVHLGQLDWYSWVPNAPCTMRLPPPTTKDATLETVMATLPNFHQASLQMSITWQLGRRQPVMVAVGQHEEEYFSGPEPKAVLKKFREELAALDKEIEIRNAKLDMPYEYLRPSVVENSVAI
#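 Inhibition is scored from a chromogenic endpoint. After 15 min enzyme-compound contact, arachidonic acid (50 uM final) reacts 6 min with 40 nM 15hLO-1 at room temperature, then Fe-XO reagent is added for 30 min and absorbance ratio recorded.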
# Tau fil binding: qHTS Assay for Tau Filament Binding. Potency, µM (series often up to 57.1 µM), inactives show at the highest dose activity change, negative = inhibition. Microtubule-associated protein tau (Homo sapiens), P10636. AID 596, 2007. recombinant tau filaments, thioflavin S fluorescence, 15 h; filaments grown with octadecylsulfate alongside compound. actives 2% (n = 71,000);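 note: potency is the fitted concentration of half-maximal effect; % is set by controls: 0 for no effect and ±100 for the full control effect; actives lower thioflavin S fluorescence by blocking filaments or displacing dye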
#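 Thioflavine S fluorescence (ex 450, em 510 nm) reports filaments formed from 1 uM human tau plus 30 uM ODS over 15 h at 37 C (10 mM HEPES pH 7.4, 100 mM NaCl, 5 mM DTT); compounds displacing dye or blocking filaments lower signal.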
# ERK AVP block: qHTS Assay for Inhibitors of the ERK Signaling Pathway using a Homogeneous Screening Assay | HEK293-V1b, vasopressin-stimulated pERK AlphaScreen | Potency, µM (titrated, usually from 57.5 µM), without a hit: at the top dose activity, negative = inhibition, most hits filed as inhibitors | actives 0.99% (n = 72,000); note: potency is the fitted concentration of half-maximal effect; % is set by controls: 0 for no effect and ±100 for the full control effect; nearly all actives have a fitted effect of over 55% in size
#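 HEK293 cells stably expressing V1b receptor, preincubated 30 min at 37 °C with compound, then stimulated 5 min with 25 nM vasopressin. Phospho-ERK by AlphaScreen SureFire after 5 h RT; normalized to DMSO and vasopressin; AC50 by Hill fit.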
# Rhodamine fluor: qHTS Assay for Spectroscopic Profiling in Rhodamine Spectral Region. Rhodamine-region fluorescence, 547/598 nm, Tris buffer; active compounds read high. max dye-equivalent concentration, M. actives 0.05% (n = 59,000). AID 594, 2007; in the data active = max dye-equivalent concentration above about 11 nM; inconclusive = between about 1.1 nM and that limit
#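 Intrinsic compound fluorescence, ex 547 / em 598 nm, CCD imager. Tris 100 mM pH 8.0; 15 min RT. Output = rhodamine dye-equivalent concentration at each compound concentration.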
# FLuc inh: qHTS Assay for Inhibitors of Firefly Luciferase. AID 411, 2009. Luciferin 4-monooxygenase (Photinus pyralis), P08659. Potency, µM (top dose mostly 57.1 µM), inactives show at the highest dose activity change, negative = inhibition, most hits filed as inhibitors. purified firefly luciferase, luminescence, 8 min. actives 2.2% (n = 72,000); note: potency is the fitted concentration of half-maximal effect; % is set by controls: 0 for no effect and ±100 for the full control effect; nearly all actives have a fitted effect of over 40% in size
#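 Compounds were tested as concentration series (qHTS) against purified P. pyralis luciferase with luciferin and 10 uM ATP in 50 mM imidazole pH 7.2, 50 mM KCl, 7 mM MgCl2, 0.01% Tween 20, 0.05% BSA. Luminescence was read after 8 min at ambient temperature.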
# Pol III holo inh: qHTS Assay for Inhibitors of DNA Polymerase III Holoenzyme System; reconstituted DNA polymerase III holoenzyme replication, biochemical; Potency, µM (doses to about 57.1 µM), inactives show at the top dose activity change, negative = inhibition; actives 0.25% (n = 71,000); AID 603, 2007; note: potency is the fitted concentration of half-maximal effect; % is set by controls: 0 for no effect and ±100 for the full control effect
#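 Reconstituted *E. coli* holoenzyme (0.35 nM Pol III, 1 nM beta, 154 nM SSB, 2 nM primase) was preincubated with compound for 15 min at RT. Synthesis on 1.4 nM ssM13Gori ran 35 min, then was stopped with PicoGreen/EDTA and read as dsDNA fluorescence.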
# HBB splice mod: qHTS Assay for Modulators of Hemoglobin Beta Chain Splicing | HBB splicing reporter cell assay, activation; EGFP reporter with mutant IVS2-654 intron; response scale: normalised to 500 nM splice-correcting PNA | Potency, µM (titrated, usually from 46.1 µM), without a hit: at the highest dose activation, usual class: activators | actives 0.06% (n = 65,000) | AID 925, 2007; note: potency is the fitted concentration of half-maximal effect; 0% is about no effect
#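 HeLa cells stably expressing EGFP interrupted by mutant beta-globin intron 2 (IVS2-654), 500/well in 2% FCS. Treated with compound for 2 days at 37C. Splicing correction scored as total well GFP intensity (488 nm excitation, 500-520 nm emission); 500 nM antisense PNA served as control.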
# Active calls of the source: *; i = inactive; ? = inconclusive; · = not tested or not shown; [ ] = another dose, or the depositor's remark. Unless noted, calls come from the whole dose curve; as a rule, active = well fitted curve in the direction sought with a large enough effect; inconclusive = small, poorly fitted or top-dose-only effect, or another doubt; inactive = no such curve, though single readings can be large; an effect the other way counts as inactive or inconclusive.
SMILES,Hsp90 Hop PPI,HADH2 inh,Texas Red fluor,CRE-bla Fsk,ALOX15 inhib,Tau fil binding,ERK AVP block,Rhodamine fluor,FLuc inh,Pol III holo inh,HBB splice mod
COc1ccc2cc1Oc1ccc(cc1)C[C@H]1c3cc(c(OC)cc3CCN1C)Oc1c(OC)c(OC)cc3c1[C@@H](C2)N(C)CC3,-6.0%[11 µM],10.0%[11.4 µM],?,?,-17.4%[11.4 µM],-4.9%[11.4 µM],-1.7%[11.5 µM],?,4.3%[11.4 µM],-7.9%[11.4 µM],-1.7%[9.22 µM]
CCOC(=O)c1c(C)[nH]c(C)c1C(=O)CSc1nnc(-c2ccco2)n1Cc1ccccc1,-17.8%,-8.5%,?,?,-8.4%,-6.3%,6.3%,i,1.0%,-2.4%,-1.2%
Nc1n[nH]c2c1C1(CCCCC1)Cc1ccccc1-2,-8.3%,6.3%,i,-12.4%,-4.2%,-28.2%,8.5%,i,0.1%,-9.3%,4.0%
COc1ccc(CNC(=O)C2CCCN2S(=O)(=O)c2ccc(S(=O)(=O)N(C)C)cc2)cc1 (stereo not given),1.8%,13.0%,i,3.7%,-10.1%,-7.9%,-11.2%,i,3.6%,-4.0%,·
CS(=O)(=O)N1CCC(C(=O)Nc2ccc(F)cc2F)CC1,1.0%,-9.9%,i,2.7%,-2.8%,-0.1%,1.8%,i,0.0%,-4.4%,·
Cc1cccc(NCN2C(=O)c3ccncc3C2=O)n1,?,5.9%,i,?,-0.6%,-41.2%,-3.0%,i,7.5%,-23.4%,-1.0%
Cc1c(C)n(C(=O)CSc2ncn[nH]2)c2ccccc12,-1.3%,-5.1%,i,6.3%,10.0%,-4.1%,-25.3%,i,-37.1%,-8.0%,-0.5%
CCN(C(=O)COc1cc(=O)n(CC)c2ccccc12)c1cccc(Cl)c1,-1.7%,0.6%,i,?,-9.4%,2.9%,13.3%,i,-0.1%,-5.4%,-1.6%
CCOC(=O)CN(C(=O)CSc1nnc(C)n1-c1ccccc1)c1ccccc1,-5.0%,11.5%,i,-4.1%,-6.3%,-0.1%,-21.6%,i,2.5%,-6.9%,·
COC(=O)C1(C)C=CCN1C(=O)c1ccccc1 (stereo not given),-3.1%,5.4%,·,-3.1%,-1.4%,-1.5%,1.6%,·,·,-2.1%,-0.2%
O=C(Cn1nnc(-c2ccccc2NC(=O)c2cccs2)n1)Nc1ccccc1,1.0%,27.5%,i,?,-19.9%,458.2%,-12.7%,i,1.3%,-2.1%,·
c1ccc2c(c1)CCN(CCCNc1nc3ccccc3n3cnnc13)C2,-3.5%,4.3%,·,14.1%,11.9%,174.5%,-7.5%,·,-1.4%,-5.1%,-0.7%
CCn1c(SCC(=O)Nc2ccccc2N2CCCCC2)nc2c1c(=O)n(C)c(=O)n2C,-4.2%,2.1%,i,10µM*,-9.8%,36.1%,-17.7%,i,1.4%,-0.6%,-0.2%
COC(=O)C1=C(C)N(c2ccc(C(=O)OC)cc2)C(=O)C1,-0.2%,-10.4%,i,-13.7%,2.1%,9.1%,-13.9%,i,-2.2%,-2.2%,3.0%
CS(=O)(=O)N1CCC(C(=O)N2CCc3ccccc3C2)CC1,-6.0%,3.3%,i,-3.3%,-2.3%,2.6%,-2.1%,i,0.1%,-2.5%,0.4%
COc1ccc(-n2c(COc3cccc(C)c3)nnc2SCC(=O)NCc2ccco2)cc1,-19.4%,6.8%,i,-6.6%,-7.2%,-0.8%,-13.6%,i,-1.1%,-1.0%,·
COc1ccccc1NC(=O)CCC(=O)O,-4.9%,0.0%,i,-3.0%,3.6%,17.8%,3.0%,i,3.2%,-3.0%,0.3%
CC1CC(=O)c2cnc(NCc3ccco3)nc2C1 (stereo not given),3.2%,10.3%,i,17.6%,2.5%,0.7%,-27.4%,i,3.0%,2.6%,3.7%[57.5 µM]
O=C(CN1C(=O)NC2(CCCCC2)C1=O)Nc1ccc(S(=O)(=O)N2CCOCC2)cc1,1.2%,3.3%,i,-12.3%,5.8%,-3.4%,-0.3%,i,-17.4%,-4.6%,-6.9%
COc1ccccc1CCn1c(=O)c(-c2cccc(F)c2)nc2cncnc21,-4.8%,-6.9%,i,?,?,?,-3.5%,i,1.0%[11.4 µM],?,-0.8%
Cc1nnc(SCC(=O)NC(C)(C)C)n1CCc1ccccc1,-8.1%,-0.4%,i,?,5.3%,0.5%,15.0%,i,-0.2%,2.3%,-3.5%
COCCCN(Cc1ccccn1)S(=O)(=O)Cc1ccccc1,-2.9%,20.4%,?,-3.1%,6.0%,-14.0%,1.4%,i,-0.1%,2.9%,0.5%[57.5 µM]
COc1ccc(-c2nn3c(-c4ccccc4)nnc3s2)cc1,0.9%,17.7%,i,?,-14.9%,202.7%,?,i,-1.8%,2.1%,2.9%[57.5 µM]
c1ccc(-n2ncc3c(NCc4cccnc4)ncnc32)cc1,-5.5%,?,·,?,10.0%,2.1%,-29.3%,·,-28.0%,2.3%,-5.9%
Cc1ccc(C(C)C)c(OCC(=O)OCc2c(C)noc2C)c1,28.4%,-4.9%,i,0.5%,2.0%,-5.6%,12.9%,i,-0.7%,-6.0%,0.0%[57.5 µM]
Nc1c(C(=O)NC2CCCC2)sc2nc(-c3cccs3)ccc12,13.2%,-0.8%,i,?,-22.7%,220.4%,-10.4%,i,0.6%,-2.4%,·
Cc1c(CN2CCN(c3cccc(C(F)(F)F)c3)CC2)c(=O)n(-c2ccccc2)n1C,1.6%,11.2%,?,-12.2%,0.7%,10.8%,21.4%,i,0.6%,-11.4%,0.0%[57.5 µM]
CCCCN(CCCNC(=O)c1c(C)cc(=O)oc1C)c1ccccc1,-14.3%,1.5%,?,?,-3.4%,-6.7%,-4.2%,i,1.2%,-4.4%,-0.3%
Cc1nn(-c2cccc(Cl)c2)c2c1C(c1cccnc1)C(C#N)=C(N)O2 (stereo not given),-12.2%,8.4%,i,?,-16.5%,-22.7%,2.7%,i,-2.9%,-4.3%,·
O=c1c(-c2cccc(F)c2)nc2cncnc2n1C1CC1,-3.6%,-15.0%,i,17.7%,-10.3%,-0.2%,-22.2%,i,-0.4%[11.4 µM],5.3%,0.6%
CCOCN(C(=O)Cn1c(CO)nc2ccccc21)c1c(C)cccc1CC,-4.9%[11 µM],6.5%[11.4 µM],·,?,13.1%[11.4 µM],4.8%[11.4 µM],-18.7%,·,1.3%,-4.0%[11.4 µM],-3.0%[0.0738 µM]
O=C(NC1(C(=O)NC2CCCCC2)CCCCC1)c1ccc2c(c1)OCO2,?,7.2%,i,?,-0.4%,-7.3%,38.3%,i,-0.9%,-2.8%,-2.1%
O=C(Nc1ccc(Cl)cc1)c1ccncc1,?,5.3%,·,6.0%,-4.8%,-1.6%,30.8%[activator],·,-0.8%,-6.0%,-0.9%[9.22 µM]
OC(Cn1cccn1)c1ccccc1 (stereo not given),4.4%,2.9%,i,-0.3%,-8.7%,-4.3%,-23.8%,i,-0.2%,5.0%,-0.1%
CCCn1c(C)nc2c(NC3CCN(Cc4ccccc4)C3)nc(C)nc21 (stereo not given),0.2%,7.5%,·,?,8.1%,0.9%,-12.3%,·,·,7.1%,0.1%
Cc1cccn2cc(-c3ccccc3)nc12,-0.8%,?,i,5.8%,-4.6%,19.6%,-4.1%,i,10µM*,-9.6%,-0.7%

# These rows are one share of the data; count on the stated rates, not on these rows.
